Assay outcomes from PubChem BioAssay.
SNCA expr inhib: Primary qHTS assay for inhibitors of alpha-synuclein gene (SNCA) expression; HEK-293 SNCA-luciferase knock-in, luminescence, 24 h; Potency, µM (series often up to 57.2 µM), inactives show at the highest dose activity change, negative = inhibition, actives largely listed as inhibitors; 0.17% of 140,000 active;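 note: potency is the fitted concentration of half-maximal effect; plate controls were DMSO cells for no effect and cell-free wells for full effect; nearly all actives have a fitted effect of over 45% in size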
GPT2 inh: Primary qHTS assay for inhibitors of Glutamate pyruvate transaminase 2 (GPT2); AID 1671188, 2021; Potency, µM (top dose mostly 57.7 µM), for the others: at the top dose activity change, negative = inhibition, actives largely listed as inhibitors; Recombinant GPT2, coupled pyruvate oxidase/HRP Amplex Red fluorescence; 0.25% of 100,000 active; Alanine aminotransferase 2 (Homo sapiens), Q8TD30; note: potency is the fitted concentration of half-maximal effect; nearly all actives have a fitted effect of over 60% in size; many of its hits are not listed in these tables
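Fluorescence of coupled pyruvate oxidase/HRP/Amplex Red system (50uM Amplex, 30 min, dark) reports pyruvate formed by GPT2. Enzyme reaction: 10ng/uL GPT2, 2mM L-alanine, 250uM a-KG, 30 min room temperature, pH 7.5; 50uM AOA control.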
FLuc inh: Firefly luciferase inhibition profiling of diverse chemical library using quantitative high-throughput screening; purified P. pyralis luciferase, luminescence, biochemical; 2.5% of 76,000 active; Potency, µM (titrated, usually from 115 µM), for the others: at the highest dose activity change, negative = inhibition, most hits filed as inhibitors; note: potency is the fitted concentration of half-maximal effect; nearly all actives have a fitted effect of over 65% in size
Target sequence (P08659 whole entry, looked up): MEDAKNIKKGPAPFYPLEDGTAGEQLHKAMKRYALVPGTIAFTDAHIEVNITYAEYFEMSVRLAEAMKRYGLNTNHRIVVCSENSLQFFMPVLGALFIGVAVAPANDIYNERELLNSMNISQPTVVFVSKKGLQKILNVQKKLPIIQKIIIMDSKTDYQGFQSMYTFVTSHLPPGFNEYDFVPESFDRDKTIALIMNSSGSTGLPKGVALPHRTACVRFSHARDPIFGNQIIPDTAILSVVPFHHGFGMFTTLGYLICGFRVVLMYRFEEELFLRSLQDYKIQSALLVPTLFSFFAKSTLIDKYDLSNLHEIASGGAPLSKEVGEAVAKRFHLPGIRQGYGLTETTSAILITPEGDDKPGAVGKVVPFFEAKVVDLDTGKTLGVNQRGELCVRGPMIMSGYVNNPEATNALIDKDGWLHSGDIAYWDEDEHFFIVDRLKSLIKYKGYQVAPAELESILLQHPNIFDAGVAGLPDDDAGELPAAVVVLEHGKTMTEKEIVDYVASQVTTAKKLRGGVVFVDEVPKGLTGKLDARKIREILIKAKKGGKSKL
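Luminescence read by CCD imager after adding enzyme (10nM final) to wells holding compound, titrated in qHTS. Substrates 10uM each D-luciferin and ATP; buffer 50mM Tris acetate pH 7.5, 10mM Mg acetate, Tween-20, BSA.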
IP6K1 inhibitor: Primary qHTS assay for small molecule inhibitors of Inositol hexaphosphate kinase 1 (IP6K1) | IP6K1 kinase, ADP-Glo luminescence, 2 h; stronger effect = lower value | activity change, % (series mostly up to about 58 µM) | 0.81% of 140,000 active; in the data active = activity change below about -25%
Target sequence (Q92551 whole entry, looked up): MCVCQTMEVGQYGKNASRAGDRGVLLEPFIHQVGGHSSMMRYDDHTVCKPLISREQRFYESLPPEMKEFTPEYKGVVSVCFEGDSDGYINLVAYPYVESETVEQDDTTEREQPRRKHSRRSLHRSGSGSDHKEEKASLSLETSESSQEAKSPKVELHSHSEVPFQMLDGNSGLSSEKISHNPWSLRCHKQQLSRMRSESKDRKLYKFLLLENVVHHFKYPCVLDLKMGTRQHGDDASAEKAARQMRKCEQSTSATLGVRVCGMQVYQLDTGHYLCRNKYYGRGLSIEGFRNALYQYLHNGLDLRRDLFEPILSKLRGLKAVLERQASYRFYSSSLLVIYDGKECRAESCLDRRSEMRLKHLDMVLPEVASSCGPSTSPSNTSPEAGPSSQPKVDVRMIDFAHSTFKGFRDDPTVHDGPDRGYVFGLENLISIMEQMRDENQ
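ADP-Glo luminescence measures ADP made by human IP6K1 during a 2 h RT reaction with ATP/IP6 (mix at 1.3 mM/130 uM); top library doses 57.5 and 19.1 uM final.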
NIH3T3 tox: Cytotoxic Profiling in NIH 3T3 Cell Line of Diverse Libraries Using Quantitative High-Throughput Screening | NIH 3T3 viability, CellTiter-Glo ATP luminescence, 48-72 h | Potency, µM (titrated, usually from 96.7 µM), without a hit: at the highest dose activity change, negative = cytotoxicity, most hits filed as inhibitors | AID 1345082, 2018 | 4.3% of 94,000 active; note: potency is the fitted concentration of half-maximal effect; nearly all actives have a fitted effect of over 55% in size
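NIH 3T3 cells at 400 cells/well received 23 nL of compound by pintool and were incubated 48 or 72 h at 37 °C. Viability was read as ATP-coupled CellTiter-Glo luminescence.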
HEK cytotox: Cytotoxic Profiling in HEK 293 Cell Line of Diverse Libraries Using Quantitative High-Throughput Screening. HEK 293 viability, ATP luminescence (CellTiter-Glo), 48-72 h. Potency, µM (doses to about 115 µM), inactives show at the top dose activity change, negative = cytotoxicity, actives largely listed as inhibitors. 6.6% of 94,000 active. AID 1345083, 2018; note: potency is the fitted concentration of half-maximal effect; nearly all actives have a fitted effect of over 60% in size
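Luminescence from cellular ATP, measured with CellTiter-Glo, indicates HEK 293 viability. Cells plated at 250 cells/well are treated with compound for 48 or 72 hr at 37 degree Celsius before reagent addition.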
HEK293 viab: GF-AFC viability counterscreen for inhibitors of alpha-synuclein gene (SNCA) expression. 0.12% of 150,000 active. HEK-293-SNCA-luc viability, GF-AFC fluorescence, 24 h. Potency, µM (doses to about 57.1 µM), without a hit: at the highest dose activity change, negative = cytotoxicity, usual class: cytotoxic. AID 1671193, 2021;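 note: potency is the fitted concentration of half-maximal effect; 0% = DMSO-treated cells and -100% = medium-only wells without cells; nearly all actives have a fitted effect of over 30% in size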
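HEK-293-SNCA-luc cells (1500/well) plated 24 h, then exposed 24 h to a dilution series; GF-AFC added 30 min at 37C, fluorescence 405/540 nm; normalised to medium-only and DMSO wells, Hill fit.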
An asterisk follows results filed as active; i = inactive; ? = inconclusive; . = no result given; & = joins results of further samples; ! = a repeat was not active; [ ] = another dose, or the depositor's remark. Unless noted, calls come from the whole dose curve; as a rule, active = well fitted curve in the direction sought with a large enough effect; inconclusive = small, poorly fitted or top-dose-only effect, or another doubt; inactive = no such curve, though single readings can be large; an effect the other way counts as inactive or inconclusive. Unless noted, % is set by controls: 0 for no effect and ±100 for the full control effect. These rows are one share of the data. The share of hits here may be higher or lower than overall.

Field names – A = SNCA expr inhib; B = GPT2 inh; C = FLuc inh; D = IP6K1 inhibitor; E = NIH3T3 tox; F = HEK cytotox; G = HEK293 viab
CO/N=C(/C(=O)N[C@@H]1C(=O)N2C(C(=O)O)=C(CSC(=O)c3ccco3)CS[C@H]12)c1csc(N)n1
  A: .; B: i; C: .; D: -49.4*!; E: .; F: .; G: 6.8%&-13.0%

COCc1ccc2c(c1)c(OC(C)(C)C(=O)NC(C)C)nn2Cc1cccnc1
  A: 30.3%[activator][87.6 µM]; B: 2.5%[88.5 µM]; C: 0.3%[172 µM]; D: 3.3; E: ?; F: -16.9%[172 µM]; G: 5.1%[87.6 µM]

CNC(=O)N1CCC(C2CCN(C3CCSCC3)C2)CC1 (stereo not drawn)
  A: -4.3%; B: i; C: -15.6%; D: 6.1; E: -14.6%; F: -13.0%; G: 4.8%[12.5 µM]

CCN1CC(c2ccccc2)CC2(CCN(C(=O)c3cc[nH]c3C)CC2)C1 (stereo not drawn)
  A: 34.1%[activator]; B: -7.5%; C: 10.9%; D: 24.8; E: ?; F: ?; G: -1.3%

Cc1cc(C(F)(F)F)nc(CCNc2cc(C3CC(N)C3)nc(N)n2)n1 (stereo not drawn)
  A: 14.7%; B: ?; C: -3.8%; D: 4.5; E: -0.4%; F: -20.8%; G: -13.7%

O=C(Cn1ncc2c3ccccc3n(Cc3ccccc3)c2c1=O)NC1CCCCCC1
  A: 44.7%[activator]; B: .; C: .; D: -18.0; E: .; F: .; G: -1.9%

COc1ccc(-c2ccccc2C(=O)NC2Cc3ccccc3C2)nn1
  A: .; B: .; C: .; D: 7.3; E: -17.1%[138 µM]; F: ?; G: .

CN(C(=O)CCNC(=O)Cn1cnc2ccccc2c1=O)c1ccccc1F
  A: 3.0%; B: .; C: .; D: 5.2; E: .; F: .; G: -9.8%

COc1ccc(-n2cc(-c3ccccc3)c3c(NC4CCCC4)ncnc32)cc1
  A: -24.1%; B: .; C: .; D: 19.4; E: .; F: .; G: -8.4%

O=C1CSC2(C(=O)N(Cc3ccccc3F)c3ccccc32)N1c1cccc(C(F)(F)F)c1 (stereo not drawn)
  A: ?; B: .; C: .; D: -2.6; E: .; F: .; G: -3.6%

COc1ccc(-c2cc(N3CCN(C(=O)Cc4ccccc4)CC3)n[nH]2)cc1
  A: -1.8%; B: i; C: -1.3%; D: 6.2; E: ?; F: ?; G: -10.0%

CCC(=O)N1CCc2cc(S(=O)(=O)NC(CC(C)C)C(=O)Nc3cccc(C)c3C)ccc21 (stereo not drawn)
  A: -20.9%; B: .; C: .; D: 13.5; E: .; F: .; G: -5.5%

COc1ccccc1CNC(=O)C1CCN(C(=O)c2ncn3c2COC(c2ccc(C)cc2)C3)CC1 (stereo not drawn)
  A: 10.2%; B: i; C: ?; D: -3.0; E: -1.0%; F: -3.1%; G: -2.4%

CC(=O)N1CCC(C2CCN(Cc3cc(Cl)ccc3F)C2)CC1 (stereo not drawn)
  A: 3.0%; B: 2.9%; C: ?; D: 19.4; E: -26.1%; F: ?; G: 0.0%[12.5 µM]

O=c1cc(-c2ccccc2F)[nH]c2cc3c(cc12)OCO3
  A: 0.1%; B: i; C: .; D: .; E: .; F: .; G: -9.3%

O=C(COc1ccccc1)NCC(c1ccc(Cl)cc1)N1CCCCC1 (stereo not drawn)
  A: ?; B: .; C: .; D: -3.2; E: .; F: .; G: 9.3%

O=C1CCN(CC(O)COCc2ccco2)c2ccsc2CN1Cc1ccccc1 (stereo not drawn)
  A: .; B: .; C: .; D: -7.9; E: ?; F: ?; G: .

COc1ccc(C(=O)N2CCn3c(nnc3C3CCNCC3)C2)cc1
  A: 0.8%; B: i; C: .; D: -6.5; E: i; F: i; G: 2.7%

Cc1ccc(-c2nn3c(-c4ccc(C)cc4)nnc3c3ccccc23)cc1
  A: 0.9%; B: .; C: .; D: 17.0; E: .; F: .; G: 0.0%

CCc1ccc(S(=O)(=O)c2cn(C)c3cc(N4CCN(CC)CC4)c(F)cc3c2=O)cc1
  A: 8.8%; B: .; C: .; D: 6.0; E: .; F: .; G: ?

CN(C)C[C@@H]1CN(c2ccncn2)C[C@H]1NC(=O)c1nccc2ccccc12
  A: -8.6%; B: i; C: 4.9%; D: -10.0; E: 2.1%; F: -3.5%; G: -5.5%

CC(C)CNC(=O)N1CCC(N2CC3CC(C2)[C@H]2CCCC(=O)N2C3)CC1 (stereo partly drawn)
  A: -18.9%; B: 3.6%; C: -3.6%; D: 21.2; E: i; F: -4.2%; G: 2.4%

CCC(=O)Nc1ccc(C2(C(=O)N3CCN(c4ccccc4F)CC3)CCC2)cc1
  A: 3.2%; B: -6.2%; C: 4.3%; D: 15.3; E: -15.7%; F: ?; G: 5.5%

Cc1ccc2nc3c(cc(C(=O)NCC4CCCO4)c(=N)n3C(C)C)c(=O)n2c1 (stereo not drawn)
  A: -5.8%; B: .; C: .; D: -16.4; E: .; F: .; G: ?

Cn1nccc1C(=O)NC1CCCN(c2cc(-c3ccc(Cl)cc3)[nH]n2)C1 (stereo not drawn)
  A: 27.7%; B: -26.1%; C: ?; D: 0.0; E: ?; F: ?; G: -9.8%

O=C(NCc1ccccc1)C1CCN(S(=O)(=O)c2ccc3[nH]c(=O)ccc3c2)CC1
  A: 27.6%; B: .; C: .; D: -10.1; E: .; F: .; G: 16.9%

COc1cccc(CN2Cc3cc(NC(=O)Cc4cccs4)ccc3OCC2=O)c1OC
  A: -0.2%; B: -6.8%; C: -12.4%; D: 3.1; E: ?; F: ?; G: 1.2%

CCN1c2cc(C(=O)Nc3ccc(N(C)C)cc3)ccc2C(=O)N2CCCCCC21 (stereo not drawn)
  A: 10.5%; B: ?; C: 17.8µM*; D: 21.2; E: ?; F: 39.8µM*; G: -6.4%[12.5 µM]

CCN(C(=O)Cn1ncc2c(=O)oc3ccccc3c21)c1ccccc1F
  A: ?; B: .; C: .; D: -15.1; E: .; F: .; G: -1.5%

COc1cc(=O)n2c(c1C(=O)Nc1ccccc1)CCCC2
  A: 1.9%; B: 3.4%; C: -12.0%; D: 18.7; E: i; F: 4.6%; G: 9.7%

Retrieved by compound from the list above (2):
Field names – A = SNCA expr inhib; B = GPT2 inh; C = FLuc inh; D = IP6K1 inhibitor; E = NIH3T3 tox; F = HEK cytotox; G = HEK293 viab
O=C(NCc1ccccc1)C1CCN(S(=O)(=O)c2ccc3[nH]c(=O)ccc3c2)CC1
  A: 27.6%; B: .; C: .; D: -10.1; E: .; F: .; G: 16.9%

CCc1ccc(S(=O)(=O)c2cn(C)c3cc(N4CCN(CC)CC4)c(F)cc3c2=O)cc1
  A: 8.8%; B: .; C: .; D: 6.0; E: .; F: .; G: ?

The list continues:
Field names – A = SNCA expr inhib; B = GPT2 inh; C = FLuc inh; D = IP6K1 inhibitor; E = NIH3T3 tox; F = HEK cytotox; G = HEK293 viab
COc1ccc(NC(=O)c2c(C)oc3ccn(Cc4ccc(F)cc4)c(=O)c23)c(OC)c1
  A: 1.9%; B: i; C: -2.1%; D: 5.8; E: ?; F: ?; G: -14.2%

CC(=O)N1CCC(C(=O)N2CCCCCCN(C)C(=O)[C@@H]3CCC[C@@H]32)CC1
  A: -2.5%; B: i; C: -7.5%; D: -0.1; E: i; F: 4.9%; G: -1.0%

CCCCNc1ncc(C(=O)O)c(CC)n1
  A: ?; B: i; C: -3.3%; D: 10.7; E: 3.6%; F: 8.4%; G: 1.1%

O=C(c1n[nH]c2ccccc12)N1CCc2c(nc3cc(-c4ccccc4Cl)[nH]n3c2=O)C1
  A: -16.9%; B: i; C: -10.7%; D: 21.3; E: 4.9%; F: -3.0%; G: 6.6%

CNC(=O)c1cc(C2CC2)nc2onc(C3CCCN(C(=O)c4ccccc4)C3)c12 (stereo not drawn)
  A: .; B: .; C: .; D: 1.1; E: -17.7%; F: -15.0%; G: .

O=C(Cn1nc2c(cc1=O)CCCC2)NCCc1nc2ccccc2[nH]1
  A: 3.7%; B: i; C: -8.5%; D: 26.7; E: 3.2%; F: 3.4%; G: 9.7%

O=C(/C=C/N1C[C@@H]2C[C@@H]1CN2c1ccccn1)c1ccccc1O
  A: .; B: i; C: .; D: -14.4; E: .; F: .; G: 18.2%

Cc1ccc(Cl)cc1NC(=O)NC1COc2ccccc2C1 (stereo not drawn)
  A: -19.9%; B: .; C: .; D: -4.3; E: .; F: .; G: -2.4%

O=C(Nc1ccc(F)cc1)N1Cc2[nH]cnc2C[C@H]1c1nc(-c2ccc(F)cc2)no1
  A: 47.6%[activator][87.6 µM]; B: 0.8%[88.5 µM]; C: ?; D: 4.9; E: ?; F: ?; G: -21.4%[87.6 µM]

O=C(Nc1cccc(Cl)c1)N1CCC(Oc2ncccc2C(=O)N2CCCCC2)C1 (stereo not drawn)
  A: 6.5%; B: i; C: -6.6%; D: 25.5; E: 0.5%; F: -5.5%; G: -13.1%

COc1ccc(Cl)cc1NC(=O)c1c(NCc2cccs2)sc2c1CCCC2
  A: 8.6%; B: .; C: .; D: -3.1; E: .; F: .; G: 4.1%

CCN1CCN(c2ncc3c(n2)CCN(Cc2cc(Br)cs2)C3)CC1
  A: -15.0%; B: .; C: .; D: 7.6; E: .; F: .; G: -8.4%

CC(C)(C)CC(=O)N1CCC2(CCC(=O)N(CC3CC3)CC2)CC1
  A: -15.1%; B: i; C: 8.5%; D: -0.5; E: -11.7%; F: -0.5%; G: -13.4%

CCc1cc2c(-c3ccccc3)cc(=O)oc2c2c1OCN(Cc1ccc(F)cc1)C2
  A: -5.7%; B: .; C: .; D: -9.7; E: .; F: .; G: ?

O=C(NCC(F)(F)F)c1cc(-c2cc(Cl)cc(Cl)c2)c2cccn2n1
  A: -18.5%; B: -7.1%; C: .; D: -11.5; E: ?; F: 39.8µM*; G: -0.1%

O=C(C1CCN([S+](=O)([O-])c2cccs2)CC1)N1CCC(N2CCCC2=O)CC1
  A: 17.8%; B: i; C: .; D: 2.3; E: -16.7%; F: 4.3%; G: 10.5%

O=C(NC1CCCCC1)C1CN(C(=O)c2cc(F)ccc2F)CC12CCOCC2 (stereo not drawn)
  A: 4.1%; B: -10.7%; C: -7.3%; D: 4.1; E: -9.4%; F: -1.0%; G: -11.9%

CS(=O)(=O)c1ccc(OCC2(CNC(=O)Nc3cccnc3)C[C@@H](O)[C@@H](O)C2)cc1 (stereo partly drawn)
  A: 3.8%; B: -2.7%; C: -1.6%; D: 3.8; E: i; F: i; G: 5.2%

COCCNC(=O)N1CCN(Cc2ccco2)CC(C(=O)O)C1 (stereo not drawn)
  A: -18.8%; B: 0.1%; C: 7.6%; D: 0.0; E: -9.9%; F: -5.0%; G: 7.7%
